# DAGLB inh: diacylglycerol lipase beta (human) inhibition; HEK293T DAGLB membrane lysate, EnzChek fluorogenic substrate; inhibition, % at 5.17 µM; AID 504411; Q8NCG7; hit rate 0.059% among 340,000; in the data active = inhibition above about 34%;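 note: 0% = enzyme with vehicle and 100% = wells lacking enzyme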
# Target sequence (Q8NCG7 whole entry, looked up): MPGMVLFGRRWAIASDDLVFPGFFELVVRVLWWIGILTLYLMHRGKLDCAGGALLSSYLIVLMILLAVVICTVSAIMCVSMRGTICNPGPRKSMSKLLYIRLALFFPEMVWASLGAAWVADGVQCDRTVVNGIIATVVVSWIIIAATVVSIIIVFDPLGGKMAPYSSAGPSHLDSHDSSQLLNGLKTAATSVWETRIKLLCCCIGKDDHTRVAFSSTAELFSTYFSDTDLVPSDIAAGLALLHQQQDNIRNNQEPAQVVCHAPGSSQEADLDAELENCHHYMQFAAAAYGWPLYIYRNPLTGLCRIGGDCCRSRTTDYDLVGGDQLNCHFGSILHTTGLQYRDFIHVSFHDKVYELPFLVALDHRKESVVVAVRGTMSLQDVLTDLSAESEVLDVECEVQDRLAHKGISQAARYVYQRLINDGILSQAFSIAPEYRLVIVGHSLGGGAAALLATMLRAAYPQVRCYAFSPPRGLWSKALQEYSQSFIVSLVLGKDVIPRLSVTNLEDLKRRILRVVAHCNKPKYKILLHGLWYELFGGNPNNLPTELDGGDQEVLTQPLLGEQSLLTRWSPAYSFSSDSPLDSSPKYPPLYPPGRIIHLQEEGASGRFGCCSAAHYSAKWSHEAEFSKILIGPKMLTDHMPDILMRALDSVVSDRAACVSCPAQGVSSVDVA
# phage Ecoli inh: E. coli growth loss with phage present | hit rate 0.26% among 360,000 | inhibition, % at 11.9 µM | growth absorbance; in the data active = inhibition above about 11%
# Wnt act: activates Wnt/beta-catenin signaling in a reporter cell assay | activator, plate reader | activation, % at 9.35 µM | hit rate 1.2% among 300,000; in the data active = activation above about 30%, passing the limit was not always enough;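 note: 0% = neutral control wells and 100% = positive control wells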
# Rtt109 HAT inh: inhibitors of Candida albicans Rtt109/Vps75 histone acetyltransferase. AID 540336. hit rate 0.16% among 330,000. inhibition, % at 34.9 µM. purified Rtt109/Vps75, ThioGlo CoA-SH fluorescence, 4 h. Q5AAJ8;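 active = inhibition of at least 50% in every replicate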
# Target sequence (Q5AAJ8 whole entry, looked up): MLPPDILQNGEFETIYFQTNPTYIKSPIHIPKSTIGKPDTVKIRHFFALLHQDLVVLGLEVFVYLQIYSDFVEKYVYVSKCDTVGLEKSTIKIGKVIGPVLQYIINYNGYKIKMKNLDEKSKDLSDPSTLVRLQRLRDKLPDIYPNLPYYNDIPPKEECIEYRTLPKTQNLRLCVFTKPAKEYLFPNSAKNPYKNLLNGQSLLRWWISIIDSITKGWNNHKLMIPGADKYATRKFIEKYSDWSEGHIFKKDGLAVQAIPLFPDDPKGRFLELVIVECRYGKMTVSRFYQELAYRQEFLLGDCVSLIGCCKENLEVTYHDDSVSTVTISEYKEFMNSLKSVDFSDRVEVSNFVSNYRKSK
# CAL PDZ FP: inhibitors of human CAL PDZ peptide binding. hit rate 0.02% among 330,000. inhibition, % at 20 µM. purified CAL PDZ, TMR-peptide fluorescence polarization, 1 h. Q9HD26;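 active = highest replicate inhibition of at least 40%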;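 note: plate controls were DMSO neutral control wells for no effect and unlabeled competitor peptide control wells for full effect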
#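 Material – purified CerCALP PDZ construct · Detection – FP readout, S and P plane fluorescence · Measure – percent inhibition from loss of millipolarization · Controls – unlabelled peptide for full inhibition, DMSO wells as neutral · Probe or stimulus – TMR-labelled reporter peptide T*-PRC34 bound in PDZ groove · Times – 1 h at RT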
# Tat export inh: E. coli Tat transport inhibition; E. coli MC4100 TorA-mCherry Tat export, fluorescence; inhibition, % at 10 µM; hit rate 0.036% among 340,000; AID 488895;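 active = mean replicate inhibition at least 50% and at least half of replicates individually reaching 50%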;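 note: exported cargo escapes ClpAP degradation while cytoplasmic cargo is degraded and loses fluorescence; 0% = median of neutral control wells and 100% = median of NaSCN control wells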
# PfHsp90 set2: inhibits growth of yeast expressing Plasmodium falciparum Hsp90. S. cerevisiae expressing PfHsp90, BacTiter-Glo ATP, 48 h; yeast lacking PDR1 and PDR3 efflux regulators. inhibition, % at 9.4 µM. hit rate 0.32% among 310,000. AID 504621;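 active = every replicate shows inhibition above about 80%, whatever the replicate mean, limit read from the data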;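 note: 0% = DMSO neutral controls and 100% = 20 µM radicicol positive controls; yeast relying on Plasmodium falciparum Hsp90 in place of its own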
# Ecoli viability: bacterial growth inhibition, counter-screen for AddAB inhibitors; E. coli V3065 growth, OD600 absorbance, 18 h; AID 449728; inhibition, % at 11.9 µM; hit rate 0.27% among 330,000;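 active = inhibition above the campaign's mean inhibition across all tested compounds plus 3 SD, cut at about 9.9% in these data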;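 note: uninfected addAB+ strain grown without phage in ampicillin broth; 0% = DMSO wells and 100% = ciprofloxacin 0.95 µg/ml wells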
# AddAB inh: less growth of phage-infected E. coli with AddAB; E. coli expressing H. pylori AddAB, absorbance growth; inhibition, % at 11.9 µM; hit rate 0.29% among 330,000; AID 435030; in the data active = inhibition above about 12%;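 note: 0% = vehicle wells of infected cells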
# PvdQ inh: blocks Pseudomonas aeruginosa PvdQ acylase activity. purified PvdQ acylase, fluorescence plate reader. inhibition, % at 10 µM. hit rate 0.063% among 340,000; in the data active = inhibition above about 30%, passing the limit was not always enough;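 note: 0% = vehicle neutral wells and 100% = reference inhibitor wells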
# Active calls of the source: *; . = no result given. The order is random (roughly 1.9% active in at least one column).
entry	Compound	DAGLB inh	phage Ecoli inh	Wnt act	Rtt109 HAT inh	CAL PDZ FP
1	Cc1c(Cl)cccc1NC(=S)N(Cc1ccco1)C(C)c1ccccn1 (stereo unspecified)	-3.3	-1.5	-1.5	1.5	-0.4
2	OCCC1CN(Cc2c(F)cccc2Cl)CCN1C1CCCC1 (stereo unspecified)	-1.6	0.5	0.9	-6.5	0.1
3	COCCN(C(=O)CCC(=O)Nc1ccccn1)C(C(=O)NC(C)(C)C)c1ccc(OC)cc1 (stereo unspecified)	-0.4	3.2	-2.3	-6.2	-2.5
4	CC(C(=O)N1CCOCC1)N1C(=O)c2ccccc2C1=O (stereo unspecified)	0.1	3.4	.	-4.1	-1.0
5	COc1ccc(OCC(=O)Nc2ccc3c(c2)nc2n3CCSC2)cc1	0.0	3.9	-2.4	9.3	-1.4
6	N/C(=N\OC(=O)c1ccc(Cl)c([N+](=O)[O-])c1)c1ccccn1	-8.7	3.5	-2.4	6.0	-0.2
7	CCc1ccc(-n2c(C)n[nH]c2=S)cc1	-1.4	-0.9	-0.1	0.1	-0.2
8	CCc1nnc(NC(=O)COc2ccc(N(C)S(=O)(=O)c3ccc(C)cc3)cc2)s1	-0.9	0.4	3.5	3.0	-1.3

entry	Tat export inh	PfHsp90 set2	Ecoli viability	AddAB inh	PvdQ inh
1	-1.7	-40.7	-0.4	-3.3	-10.4
2	-6.3	7.4	-0.8	4.3	-9.1
3	9.7	-5.3	-1.1	-1.5	-8.5
4	1.1	-0.2	-1.9	1.3	-0.9
5	-0.2	-11.2	1.0	1.4	-8.1
6	-0.8	2.1	1.1	0.4	26.5
7	-7.0	-5.3	-2.1	2.9	-1.5
8	-4.1	-15.1	.	.	-6.5

# Following part:
entry	Compound	DAGLB inh	phage Ecoli inh	Wnt act	Rtt109 HAT inh	CAL PDZ FP
9	COc1ccc(/C=C2\SC(=O)N(CC(=O)NN3CCN(C)CC3)C2=O)cc1OC	0.5	2.1	1.7	16.4	-0.3
10	O=C(COc1ccccc1)NNc1nc2c(F)cccc2s1	0.9	4.3	-0.7	-2.0	-0.1
11	O=C(COc1ccc2c3c(c(=O)oc2c1)CCCC3)NCCCN1CCCC1=O	-1.4	0.8	1.1	12.6	-0.7
12	O=S(=O)(CCOc1ccccc1)c1nc2ccccc2[nH]1	-2.0	4.8	-2.8	-12.2	.
13	FC(F)Sc1nc2ccccc2[nH]1	-1.6	2.0	7.6	3.5	0.8
14	COc1ccc(CC(=O)N2CCN(C(=O)c3ccco3)CC2)cc1	0.2	2.2	-1.4	0.1	-0.9
15	CNC(=O)c1nnc(Cc2ccc(Cl)cc2)o1	3.5	1.4	-1.5	-7.1	0.3
16	COCC(=O)Nc1ccc(OCc2ccccc2)cc1	-1.1	3.6	13.0	1.1	-1.6

entry	Tat export inh	PfHsp90 set2	Ecoli viability	AddAB inh	PvdQ inh
9	-2.0	12.0	0.1	-1.0	4.1
10	0.5	3.1	2.5	-1.9	-7.1
11	1.9	1.6	-2.2	1.9	-8.0
12	-15.1	.	-0.1	0.6	-7.4
13	-6.2	3.3	-2.0	-1.3	-6.3
14	-0.2	.	-1.6	3.6	3.2
15	-1.7	10.5	-1.7	0.0	-20.2
16	6.9	24.1	-0.9	3.9	-10.2

# Next structures
entry	Compound	DAGLB inh	phage Ecoli inh	Wnt act	Rtt109 HAT inh	CAL PDZ FP
17	CC1CCCN(Cc2c(O)ccc3c(=O)c(-c4nc5ccccc5s4)c(N)oc23)C1 (stereo unspecified)	1.8	4.2	.	8.7	1.0
18	C=CCc1c(C)nc(N2CCSCC2)[nH]c1=O	-1.3	1.0	0.7	2.5	0.5
19	COc1cc(/C=C2\N=C(c3ccccc3)OC2=O)ccc1OC(C)=O	-2.1	-0.7	1.4	7.0	1.3
20	COc1ccc(OC(=O)N2CCOCC2)cc1	-1.2	2.0	-2.0	-1.1	0.2
21	S=c1[nH]nc(C2CCCCC2)n1/N=C/c1ccccn1	1.0	4.0	.	6.6	-0.4
22	Cc1cccc(N2CCN(C(=O)CSc3nnnn3C3CC3)CC2)c1C	-0.9	2.3	7.2	7.7	-1.4
23	COC(=O)CCC(=O)Nc1ccccc1C(=O)Nc1ccccc1	0.4	4.5	.	4.9	.
24	Cc1ccc(CN2CCN(Cc3ccccc3C(F)(F)F)CC2)cc1	-18.0	-1.4	-17.5	-6.4	0.3

entry	Tat export inh	PfHsp90 set2	Ecoli viability	AddAB inh	PvdQ inh
17	-2.8	19.3	-1.2	1.4	-4.2
18	-1.6	9.7	0.1	0.8	-15.2
19	-0.8	4.5	1.2	3.3	4.1
20	-8.2	10.0	0.5	0.4	-14.2
21	2.5	-30.3	1.3	2.1	-8.2
22	4.6	1.5	-1.1	1.5	-11.2
23	10.5	12.0	0.4	-1.4	-22.0
24	-5.7	-4.3	-0.2	0.1	-9.9

# From no. 15 as far as 21, copied from above:
entry	Compound	DAGLB inh	phage Ecoli inh	Wnt act	Rtt109 HAT inh	CAL PDZ FP
15	CNC(=O)c1nnc(Cc2ccc(Cl)cc2)o1	3.5	1.4	-1.5	-7.1	0.3
16	COCC(=O)Nc1ccc(OCc2ccccc2)cc1	-1.1	3.6	13.0	1.1	-1.6
17	CC1CCCN(Cc2c(O)ccc3c(=O)c(-c4nc5ccccc5s4)c(N)oc23)C1 (stereo unspecified)	1.8	4.2	.	8.7	1.0
18	C=CCc1c(C)nc(N2CCSCC2)[nH]c1=O	-1.3	1.0	0.7	2.5	0.5
19	COc1cc(/C=C2\N=C(c3ccccc3)OC2=O)ccc1OC(C)=O	-2.1	-0.7	1.4	7.0	1.3
20	COc1ccc(OC(=O)N2CCOCC2)cc1	-1.2	2.0	-2.0	-1.1	0.2
21	S=c1[nH]nc(C2CCCCC2)n1/N=C/c1ccccn1	1.0	4.0	.	6.6	-0.4

entry	Tat export inh	PfHsp90 set2	Ecoli viability	AddAB inh	PvdQ inh
15	-1.7	10.5	-1.7	0.0	-20.2
16	6.9	24.1	-0.9	3.9	-10.2
17	-2.8	19.3	-1.2	1.4	-4.2
18	-1.6	9.7	0.1	0.8	-15.2
19	-0.8	4.5	1.2	3.3	4.1
20	-8.2	10.0	0.5	0.4	-14.2
21	2.5	-30.3	1.3	2.1	-8.2

# Continued:
entry	Compound	DAGLB inh	phage Ecoli inh	Wnt act	Rtt109 HAT inh	CAL PDZ FP
25	COc1ccc(N(Cc2cc(=O)[nH]c3ccccc23)C(=O)c2ccco2)cc1	1.3	1.6	-0.2	-0.6	-1.4
26	CSc1ncccc1C(=O)OCC(=O)c1ccc(Br)s1	0.4	4.2	-3.0	-8.5	-3.2
27	CC(=O)c1ccc(NC(=S)N(Cc2ccccc2)C(C)C2CC2)cc1 (stereo unspecified)	-3.4	1.7	-1.1	5.0	-0.8
28	CCOC(=O)N1CC=C2C(C#N)=C(N)C(C#N)(C#N)[C@H](c3cccs3)C2C1 (stereo partly specified)	3.4	2.4	-2.0	1.6	-0.4
29	Cc1ccc(NC(=O)N/C=C/c2ccco2)c(C)c1	2.2	3.1	0.8	14.4	0.1
30	CC(=O)OCCCNc1cc(Sc2nc3ccccc3s2)c2nonc2c1[N+](=O)[O-]	0.7	.	.	1.8	2.8
31	O=C(Cc1c[nH]c2ccccc12)Nc1ccc(N2CCOCC2)cc1	-3.4	3.8	-1.1	-2.4	-2.5
32	COc1cccc(S(=O)(=O)NCc2ccc(C(=O)Nc3cccc(Cl)c3)cc2)c1	-3.8	2.3	-2.8	6.1	-1.7

entry	Tat export inh	PfHsp90 set2	Ecoli viability	AddAB inh	PvdQ inh
25	-1.3	.	0.1	0.3	-9.0
26	6.1	-56.5	-0.7	2.3	-4.4
27	-9.0	21.7	1.7	2.5	-9.8
28	-3.1	.	-0.4	2.1	-12.3
29	16.6	.	1.0	2.6	4.8
30	18.0	-7.7	0.3	1.6	4.8
31	-2.2	5.9	0.3	0.1	10.7
32	-2.0	-37.3	1.1	4.6	-12.2

# Going on with the list.
entry	Compound	DAGLB inh	phage Ecoli inh	Wnt act	Rtt109 HAT inh	CAL PDZ FP
33	O=C(COc1ccc(CO)cc1Cl)Nc1ccc(F)cc1	1.9	3.9	22.0	5.3	-0.8
34	CCCC(c1nnnn1Cc1ccccc1)N1CCC(C(N)=O)CC1 (stereo unspecified)	-1.7	2.0	-1.2	-19.9	-0.5
35	COc1ccccc1-c1nnc(SCC(=O)O)n1C	-0.8	2.0	.	3.8	0.3
36	Cc1cc(C)nc(Nc2cccc(Cl)c2)n1	-4.2	0.8	1.5	-4.5	-1.7
37	O=C1NCCn2ccc(=O)cc21	0.0	0.1	0.9	-5.5	-0.8
38	COc1ccccc1N1CCN(S(=O)(=O)CC23CCC(CC2=O)C3(C)C)CC1 (stereo unspecified)	4.3	-0.7	.	-5.2	-0.5
39	O=C(O)Cc1sc(Nc2ccc(Cl)cc2)nc1-c1cccs1	.	1.4	0.8	3.9	-0.4
40	COc1ccc(N2CCCn3c2nc2c3c(=O)n(Cc3ccccc3)c(=O)n2C)c(OC)c1	0.2	2.3	-0.7	1.3	-1.0

entry	Tat export inh	PfHsp90 set2	Ecoli viability	AddAB inh	PvdQ inh
33	-0.9	8.8	-1.3	2.3	-3.2
34	-1.1	19.2	-2.8	3.7	-10.7
35	1.1	-22.4	3.2	-0.8	-7.2
36	3.1	-5.5	.	.	-3.9
37	-1.7	-18.2	0.4	1.4	-15.4
38	5.3	-28.6	0.2	2.2	-8.4
39	-0.5	20.3	.	.	-3.1
40	-2.3	.	-3.3	5.1	-6.9

# Next part.
entry	Compound	DAGLB inh	phage Ecoli inh	Wnt act	Rtt109 HAT inh	CAL PDZ FP
41	Cc1ccc(C)c(N2CCN(C(=O)c3ccc(NC4=NC5CS(=O)(=O)CC5S4)cc3)CC2)c1 (stereo unspecified)	2.0	-0.4	1.1	-3.5	-0.9
42	COc1cc(OC)cc(C(=O)NCCc2ccc(OC)c(OC)c2)c1	.	1.0	0.6	.	.
43	CC(NC(=O)C1CCC1)c1ccc(Br)cc1 (stereo unspecified)	2.5	3.8	-0.4	3.4	-1.2
44	O=C(c1ccsc1)N1CCCC(Nc2ccc(F)c(F)c2)C1 (stereo unspecified)	-0.6	3.4	-0.2	-8.6	-2.4
45	CCOC(=O)c1sc(/N=C/Nc2nc(C)c(C(=O)OCC)s2)nc1C	-0.9	3.2	.	-1.2	-1.9
46	C/C(=N\NC(=O)CNc1cccc2ccccc12)c1ccccc1	3.9	2.7	-0.1	-20.4	0.2
47	CCOC(=O)C1CCN(S(=O)(=O)c2ccc3c(c2)CC(C)N3C(=O)C2CCC2)CC1 (stereo unspecified)	-0.3	3.0	-1.3	53.5*	-2.2
48	Cc1cc(C)nc(SC2CCOC2=O)n1 (stereo unspecified)	-1.9	2.7	.	8.4	-0.3
49	COC(=O)c1ccc(N)cc1O	1.7	4.1	.	2.7	-2.3
50	Cc1ccc(C(=O)N2N=C(CC(C)C)CC2(O)C(F)(F)F)o1 (stereo unspecified)	-3.2	1.4	-4.2	-4.0	-2.6
51	COc1ccc(N2CC(C(=O)NCCc3ccc(Cl)cc3)CC2=O)cc1 (stereo unspecified)	-0.1	1.4	-0.1	-13.5	-3.9

entry	Tat export inh	PfHsp90 set2	Ecoli viability	AddAB inh	PvdQ inh
41	1.7	-11.6	-4.0	-2.3	-3.7
42	.	.	1.6	1.8	.
43	-1.0	13.4	-2.3	2.4	-8.1
44	1.2	-9.3	0.0	3.2	-14.0
45	-4.9	-0.6	.	.	6.2
46	4.3	8.2	1.0	4.2	-11.2
47	-0.1	9.6	0.4	-0.1	7.7
48	-3.7	12.2	-0.5	0.7	6.3
49	2.5	-11.7	1.4	-0.2	6.3
50	1.0	-14.5	-0.6	1.6	-7.5
51	-3.4	3.4	0.3	2.0	-9.0

# Source: PubChem BioAssay
